Assay outcomes: PubChem, Sanford-Burnham Center for Chemical Genomics
Jurkat NFkB inh: lowers PMA/ionomycin-induced NF-kB signal in Jurkat cells | PMA/ionomycin-induced NF-kB luciferase reporter, luminescence | inhibition, % at 4 µM | 330,000 tested, 0.53% active | AID 435003; in the data active = inhibition above about 50%
CHOP UPR activ: activators of apoptotic arm of unfolded protein response (CHOP). 330,000 tested, 0.34% active. CHO-CHOP luciferase reporter, UPR activation, luminescence; percent of tunicamycin response over DMSO baseline. activation, % at 10 µM;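 active = at 10 µM dose, activation of 40% or more, normalized to positive control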;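 note: 100% = tunicamycin at 10 µg/mL and 0% = DMSO alone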
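System: CHO-CHOP luciferase reporter cell line | Buffer or medium: F12 medium containing 10% fetal bovine serum | Doses: One dose, 10 µM in 0.5% DMSO | Times: 6 h compound exposure at 37 °C after overnight seeding | Signal: Luciferase luminescence | Read-out: % activation vs tunicamycin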
697 NFkB inh: lowers PMA/ionomycin-induced NF-kB signal in 697 B cells | 697 B-cell NF-kB luciferase reporter, 16 h | inhibition, % at 4 µM | AID 435022 | 330,000 tested, 0.33% active; in the data active = inhibition above about 35%
Mdm2 MdmX PPI: disrupts the human Mdm2-MdmX interaction; SaOS-2 split-luciferase Mdm2/MdmX complementation, luminescence; inhibition, % at 8 µM; 330,000 tested, 3% active; AID 485346;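 active = inhibition of at least 50% at 8 µM in the primary screen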
Target sequence (O15151 whole entry, looked up): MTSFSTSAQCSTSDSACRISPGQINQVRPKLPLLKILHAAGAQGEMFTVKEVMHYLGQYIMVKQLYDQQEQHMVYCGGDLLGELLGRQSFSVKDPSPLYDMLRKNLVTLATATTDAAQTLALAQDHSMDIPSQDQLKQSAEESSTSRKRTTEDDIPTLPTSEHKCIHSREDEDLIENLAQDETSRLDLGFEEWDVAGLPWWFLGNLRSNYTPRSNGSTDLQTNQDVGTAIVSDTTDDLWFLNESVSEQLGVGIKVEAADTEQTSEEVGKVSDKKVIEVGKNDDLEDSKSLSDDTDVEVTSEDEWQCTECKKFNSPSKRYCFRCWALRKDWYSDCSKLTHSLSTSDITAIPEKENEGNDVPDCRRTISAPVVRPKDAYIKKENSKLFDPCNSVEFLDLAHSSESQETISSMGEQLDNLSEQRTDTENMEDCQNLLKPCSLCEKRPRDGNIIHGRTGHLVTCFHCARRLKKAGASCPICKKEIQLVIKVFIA
Target sequence (Q00987 whole entry, looked up): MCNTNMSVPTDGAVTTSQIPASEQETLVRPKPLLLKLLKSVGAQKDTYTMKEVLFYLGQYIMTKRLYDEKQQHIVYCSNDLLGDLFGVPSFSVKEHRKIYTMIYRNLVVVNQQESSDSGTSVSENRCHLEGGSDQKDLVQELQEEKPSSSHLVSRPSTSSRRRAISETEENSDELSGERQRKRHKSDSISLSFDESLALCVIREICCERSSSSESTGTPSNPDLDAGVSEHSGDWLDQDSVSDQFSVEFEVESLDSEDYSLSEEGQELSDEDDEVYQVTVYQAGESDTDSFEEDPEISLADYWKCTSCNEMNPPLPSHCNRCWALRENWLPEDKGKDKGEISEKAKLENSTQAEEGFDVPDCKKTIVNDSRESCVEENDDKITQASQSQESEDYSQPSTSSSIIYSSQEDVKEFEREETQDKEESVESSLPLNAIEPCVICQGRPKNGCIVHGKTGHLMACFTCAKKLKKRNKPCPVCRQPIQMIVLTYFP
UPR XBP1 act: activators of adaptive arm of unfolded protein response (XBP1) | CHO-XBP1 luciferase reporter, IRE1-XBP1 UPR activation, luminescence; percent of tunicamycin response, DMSO as zero | activation, % at 20 µM | 330,000 tested, 0.33% active;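 active = versus positive control, 20 µM dose yields 30% or more activation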;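 note: 100% = tunicamycin at 10 µg/mL and 0% = DMSO only wells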
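Material: CHO cell line with stable XBP1 luciferase reporter; schedule: 16-18 h cell attachment at 37 °C, then 6 h compound exposure; signal: glow luminescence from Steady-Glo reagent; medium: serum-containing F12 medium, 10% FBS; benchmarks: tunicamycin 10 µg/mL and vehicle-only wells; read-out: percent activation relative to tunicamycin reference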
tim23-1 inh: inhibits growth of tim23-1 mutant yeast | S. cerevisiae tim23-1 growth, BacTiter-Glo luminescence, 24 h | inhibition, % at 20 µM | 330,000 tested, 1.3% active | AID 463212;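 active = growth inhibition of the mutant yeast at or above 50%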;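 note: temperature-sensitive mutant grown at 25 °C; plate controls were DMSO-treated mutant yeast for no effect and medium wells lacking yeast for full effect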
tim10-1 inh: growth inhibitors of tim10-1 mutant yeast; S. cerevisiae tim10-1 ts strain growth, BacTiter-Glo, 24 h; inhibition, % at 20 µM; 330,000 tested, 2.2% active; AID 463190;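 active = inhibition of at least 40%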;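 note: mutant grown at 25 °C; 0% = DMSO wells with yeast and 100% = wells holding no yeast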
TIM10 inh: growth inhibitors of TIM10 yeast strain | 330,000 tested, 1.4% active | inhibition, % at 10 µM | S. cerevisiae TIM10 strain growth, BacTiter-Glo luminescence, 24 h;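 active = inhibition of 40% or more at the single tested concentration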;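 note: wild-type TIM10 isogenic control strain grown at permissive 25 °C; 0% = DMSO yeast wells and 100% = minimal medium wells without yeast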
The depositor's hits bear a star.

[1] CCOc1nc(SCCOc2ccc(C)cc2)nc(N(C)C)n1
[2] Cc1c(NC(=O)c2c(O)c3ccccc3n(C)c2=O)c(=O)n(-c2ccccc2)n1C
[3] O=C(c1cc(-c2ccccc2O)on1)N1CCCCCC1
[4] Cn1ncc2c(N3CCN(c4ccccc4F)CC3)ncnc21
[5] Cc1ccc(NC(=O)OCC(F)(F)C(F)F)cc1NC(=O)OCC(F)(F)C(F)F
[6] COc1ccccc1N(CC(=O)Nc1ccc(Cc2ccncc2)cc1)S(=O)(=O)c1ccccc1
[7] CCc1cc2c(CN3CCN(Cc4ccccc4)CC3)cc(=O)oc2cc1O
[8] O=C(c1ccccc1F)N(Cc1ccc(F)cc1)C1CCS(=O)(=O)C1 (stereo not drawn)
Assay by compound | 1 | 2 | 3 | 4 | 5 | 6 | 7 | 8
Jurkat NFkB inh | -6 | 15 | -61 | -21 | 2 | 2 | -32 | -13
CHOP UPR activ | -3.3 | 1.5 | 9.5 | 2.2 | -0.6 | 0.3 | -2.4 | -1.6
697 NFkB inh | -10 | 10 | -34 | -18 | 4 | -27 | -37 | -19
Mdm2 MdmX PPI | 18 | 10 | -37 | 6 | -1 | 17 | 19 | 9
UPR XBP1 act | -1 | -2 | 1 | 3 | 0 | 1 | -3 | -5
tim23-1 inh | 9 | -9 | 19 | -5 | 43 | 30 | 11 | 15
tim10-1 inh | 15 | -4 | -13 | 22 | 29 | 30 | 15 | 12
TIM10 inh | 8 | -12 | 15 | -3 | 22 | 6 | -13 | 6

[9] Cc1cccc(NC(=O)CN2CCC(NC(=O)C3CCCCC3)CC2)c1C
[10] CCOCCCNC(=O)C(c1ccccc1)N(Cc1cccs1)C(=O)c1ccccc1O (stereo not drawn)
[11] CCCC(NS(=O)(=O)c1ccc(Br)cc1)C(=O)O (stereo not drawn)
[12] O=C(CCn1c(=O)oc2ccc(Cl)cc21)N1CCN(Cc2ccccc2)CC1
[13] CCN(CC)C(=O)c1ccc2nc3ccccc3nc2c1
[14] Cc1ccc(CNC(=O)Cc2ccc(Br)cc2)cc1
[15] Cc1ccc([N+](=O)[O-])cc1S(=O)(=O)N1CCC(C)CC1
[16] Cc1noc(C)c1COc1ccc(C(=O)N2CC(C)CC(C)C2)cc1 (stereo not drawn)
Assay by compound | 9 | 10 | 11 | 12 | 13 | 14 | 15 | 16
Jurkat NFkB inh | -4 | 14 | -3 | -9 | -10 | -16 | -3 | 14
CHOP UPR activ | -1.2 | 1.3 | -1.2 | -2.9 | 0.5 | 3.1 | -0.7 | -0.8
697 NFkB inh | -8 | -8 | 7 | 8 | -11 | -40 | 4 | 9
Mdm2 MdmX PPI | -11 | 6 | 7 | -10 | -8 | 22 | 1 | 10
UPR XBP1 act | -3 | -1 | 1 | 4 | 4 | 0 | 0 | -5
tim23-1 inh | 15 | 18 | 4 | 7 | 8 | -8 | 22 | 31
tim10-1 inh | 0 | 28 | 15 | 28 | 22 | -15 | 23 | 28
TIM10 inh | -11 | 9 | 4 | 5 | 16 | -6 | 6 | 17

[17] CN(C)C(=O)N1CCC(C(=O)NCC2CCCO2)CC1 (stereo not drawn)
[18] COc1cc(C(=O)NCc2nnc(SCC(=O)NCc3ccco3)o2)cc(OC)c1OC
[19] COc1ccc(OCC(O)CNC(=O)Nc2cc(C)cc(C)c2)cc1 (stereo not drawn)
[20] COC(=O)c1ccc(C)c(NC(=O)CCCN2C(=O)CN(C)C2=O)c1
[21] Cc1ccc(CN2CCN(c3cccc4[nH]ccc34)CC2)cc1
[22] COc1ccc(-c2csc(NCCc3nc4cc(Cl)c(N5CCCCC5)cc4n3CCOCCO)n2)cc1
[23] COc1ccc(NC(=O)NC2(C(=O)N3CCOCC3)CCCCC2)cc1
[24] CCOC(=O)C1=C(C)C2C3C(=O)N(c4ccc(C)cc4C)C(=O)C3C1(C)C1C(=O)N(c3ccc(C)cc3C)C(=O)C21 (stereo not drawn)
Assay by compound | 17 | 18 | 19 | 20 | 21 | 22 | 23 | 24
Jurkat NFkB inh | -13 | 6 | 4 | -16 | -10 | 12 | -3 | -19
CHOP UPR activ | -1.9 | 6.8 | 1.3 | -1.5 | -1.1 | 3.1 | 0.5 | 1.2
697 NFkB inh | 14 | -5 | 5 | -11 | 9 | 1 | -17 | -19
Mdm2 MdmX PPI | 30 | 13 | 5 | -19 | 11 | 33 | -13 | -6
UPR XBP1 act | -5 | -3 | -1 | -1 | -6 | -1 | -2 | -5
tim23-1 inh | -19 | -3 | -7 | -1 | 20 | 20 | -2 | -33
tim10-1 inh | -15 | 2 | -25 | 8 | 31 | 26 | -8 | 2
TIM10 inh | -15 | -4 | -4 | -7 | 10 | 14 | -4 | -19

[25] CC(=O)c1ccc2c3c(cccc13)C(=O)N(c1c(C)nn(C)c1C)C2=O
[26] CNC(=S)N1C2CCC1CC(NC(=O)NC13CC4CC(CC(C4)C1)C3)C2 (stereo not drawn)
[27] Cc1ccc(N=C2NC(=O)C(CC(=O)NCc3ccccc3)S2)cc1C (stereo not drawn)
[28] CCNC(=S)NNc1nc(N2CCCCC2)nc(N2CCOCC2)n1
[29] CC1(C)CC(NC(=S)Nc2ccc([N+](=O)[O-])cc2)CC(C)(C)N1
[30] Cc1ccnc(NC(=O)CCC(=O)N(CC(=O)NCc2ccc(F)cc2)c2ccc(F)cc2)c1
[31] COc1ccc([C@@H]2[C@@H]3C(=O)N(C(C)(C)C)C(=O)[C@@H]3[C@]3(Cc4ccc(Cl)cc4)C(=O)N(c4ccc(Br)cc4)C(=O)N23)cc1
[32] CCc1ccc(CN(C)C(=O)C2CCC(=O)N(CCCN3CCCC3=O)C2)cc1 (stereo not drawn)
Assay by compound | 25 | 26 | 27 | 28 | 29 | 30 | 31 | 32
Jurkat NFkB inh | -4 | 6 | 2 | -4 | 0 | -1 | 9 | 12
CHOP UPR activ | 1.1 | -0.8 | -1.5 | -1.5 | 0.4 | 0.7 | -0.2 | 0.9
697 NFkB inh | 10 | -7 | -33 | -2 | 14 | 10 | 20 | 14
Mdm2 MdmX PPI | 24 | -11 | 6 | 17 | 17 | 6 | 74* | -13
UPR XBP1 act | 0 | -2 | 1 | 0 | -2 | 1 | 2 | -5
tim23-1 inh | -2 | 13 | 9 | 3 | 15 | 13 | 15 | -4
tim10-1 inh | 9 | 16 | 24 | 5 | 0 | 11 | 11 | -17
TIM10 inh | 4 | 8 | -5 | -2 | -11 | 2 | 21 | 8

[33] O=C(CN1CCN(C(=O)c2cccc(S(=O)(=O)N3CCCC3)c2)CC1)Nc1ccccc1Cl
[34] CC(C)NC(=O)c1sc2c(c1C(=O)Nc1cccnc1)CCCC2
[35] CCCC(c1c(C)n(C)n(-c2ccccc2)c1=O)c1c(C)n(C)n(-c2ccccc2)c1=O
[36] CC(NC(=O)CCC(=O)Nc1ccccc1O)c1ccccc1 (stereo not drawn)
[37] COc1ccc(S(=O)(=O)N2Cc3ccccc3CC2C(=O)Nc2ccc3c(c2)OCO3)cc1 (stereo not drawn)
[38] Cc1ccc(NC(=O)c2ccc(S(=O)(=O)C(F)F)cc2)c(C)c1
[39] O=C(CCCNc1ccccc1)N/N=C/c1cccs1
[40] CC(C)Oc1ccc(C2CC(=O)NC3=C2C(=O)CCC3)cc1 (stereo not drawn)
Assay by compound | 33 | 34 | 35 | 36 | 37 | 38 | 39 | 40
Jurkat NFkB inh | 5 | 5 | -1 | -6 | -19 | -11 | -6 | 13
CHOP UPR activ | -1.5 | -0.5 | 4.1 | -0.4 | 6.9 | 2.0 | 3.9 | 1.0
697 NFkB inh | 10 | 11 | 40* | 9 | -16 | 16 | 9 | 2
Mdm2 MdmX PPI | 8 | 9 | 14 | 9 | -19 | 34 | 15 | 7
UPR XBP1 act | 0 | -2 | 1 | -2 | 0 | -1 | 0 | -2
tim23-1 inh | 1 | 39 | 4 | -1 | 24 | 24 | -4 | 12
tim10-1 inh | 9 | 21 | 13 | 7 | 26 | 13 | -4 | 5
TIM10 inh | 8 | 18 | 17 | -4 | 19 | 1 | 3 | 7

[41] CCN1C(=O)/C(=C/c2cnn(CC)c2C)SC1=S
[42] CCOc1ccc(-n2c(SCC(=O)NCc3ccco3)nc3c([nH]c4ccccc43)c2=O)cc1
[43] Clc1cccc(OCCCN2CCCC2)c1Cl
[44] COCCNc1nc(N2CCCCC2)c2cnn(C)c2n1
[45] Cn1c(SCC(=O)N/N=C/C=C\c2ccccc2[N+](=O)[O-])nc2ccccc21
[46] CC1=C(C(=O)Nc2cccnc2)C(c2cccnc2)n2ncnc2N1 (stereo not drawn)
[47] CC(C(=O)Nc1ccccc1F)N1CCN(C)CC1 (stereo not drawn)
[48] COc1ccccc1C(=O)NCC(=O)N/N=C/c1ccc2c(c1)OCO2
[49] NS(=O)(=O)c1ccc(CCN=C(NS(=O)(=O)c2cccs2)c2ccccc2)cc1
Assay by compound | 41 | 42 | 43 | 44 | 45 | 46 | 47 | 48 | 49
Jurkat NFkB inh | -4 | 6 | -3 | 21 | -2 | 3 | 10 | 28 | -11
CHOP UPR activ | 2.1 | -1.8 | 0.5 | 2.2 | 0.7 | 3.4 | -0.4 | -0.1 | -0.3
697 NFkB inh | -34 | 11 | -6 | 13 | -3 | 13 | 1 | -5 | -3
Mdm2 MdmX PPI | -22 | 18 | 24 | 22 | 17 | 16 | -27 | 19 | -12
UPR XBP1 act | 2 | -3 | 6 | -4 | -2 | -2 | -5 | 1 | -1
tim23-1 inh | 15 | -3 | 0 | 9 | 1 | 2 | -2 | -10 | -8
tim10-1 inh | 23 | -18 | 9 | 18 | 13 | 8 | -3 | -23 | 13
TIM10 inh | 22 | -8 | 6 | -11 | -8 | 10 | 12 | 8 | -12

Sorted by molar mass (ascending): part of the list above
[47] CC(C(=O)Nc1ccccc1F)N1CCN(C)CC1 (stereo not drawn)
[43] Clc1cccc(OCCCN2CCCC2)c1Cl
[41] CCN1C(=O)/C(=C/c2cnn(CC)c2C)SC1=S
[39] O=C(CCCNc1ccccc1)N/N=C/c1cccs1
[44] COCCNc1nc(N2CCCCC2)c2cnn(C)c2n1
[40] CC(C)Oc1ccc(C2CC(=O)NC3=C2C(=O)CCC3)cc1 (stereo not drawn)
[36] CC(NC(=O)CCC(=O)Nc1ccccc1O)c1ccccc1 (stereo not drawn)
[38] Cc1ccc(NC(=O)c2ccc(S(=O)(=O)C(F)F)cc2)c(C)c1
[48] COc1ccccc1C(=O)NCC(=O)N/N=C/c1ccc2c(c1)OCO2
[37] COc1ccc(S(=O)(=O)N2Cc3ccccc3CC2C(=O)Nc2ccc3c(c2)OCO3)cc1 (stereo not drawn)
Assay by compound | 47 | 43 | 41 | 39 | 44 | 40 | 36 | 38 | 48 | 37
Jurkat NFkB inh | 10 | -3 | -4 | -6 | 21 | 13 | -6 | -11 | 28 | -19
CHOP UPR activ | -0.4 | 0.5 | 2.1 | 3.9 | 2.2 | 1.0 | -0.4 | 2.0 | -0.1 | 6.9
697 NFkB inh | 1 | -6 | -34 | 9 | 13 | 2 | 9 | 16 | -5 | -16
Mdm2 MdmX PPI | -27 | 24 | -22 | 15 | 22 | 7 | 9 | 34 | 19 | -19
UPR XBP1 act | -5 | 6 | 2 | 0 | -4 | -2 | -2 | -1 | 1 | 0
tim23-1 inh | -2 | 0 | 15 | -4 | 9 | 12 | -1 | 24 | -10 | 24
tim10-1 inh | -3 | 9 | 23 | -4 | 18 | 5 | 7 | 13 | -23 | 26
TIM10 inh | 12 | 6 | 22 | 3 | -11 | 7 | -4 | 1 | 8 | 19

[42] CCOc1ccc(-n2c(SCC(=O)NCc3ccco3)nc3c([nH]c4ccccc43)c2=O)cc1
Assay by compound | 42
Jurkat NFkB inh | 6
CHOP UPR activ | -1.8
697 NFkB inh | 11
Mdm2 MdmX PPI | 18
UPR XBP1 act | -3
tim23-1 inh | -3
tim10-1 inh | -18
TIM10 inh | -8
